# MazEF act: activators of E. coli MazEF toxin-antitoxin RNase, primary screen, biochemical, fluorescence, uHTS; Endoribonuclease toxin MazF (Escherichia coli (strain K12)), P0AE70; FAM/BHQ RNA-DNA oligo cleavage fluorescence, 5 h; activation, % at 20 µM; actives 0.32% (n = 350,000); AID 504720, 2011; in the data active means activation above about 50%
# Target sequence (P0AE70 whole entry, looked up): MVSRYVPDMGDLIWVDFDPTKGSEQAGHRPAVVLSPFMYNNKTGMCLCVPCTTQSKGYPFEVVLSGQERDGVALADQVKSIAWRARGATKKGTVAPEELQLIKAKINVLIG
# Rv3671c inh: Rv3671c serine protease inhibitors, primary screen, biochemical, fluorescence polarization, M. tuberculosis H37Rv | AID 2606, 2010 | actives 0.048% (n = 320,000) | inhibition, % at 5.96 µM | P9WHR9; in the data active means inhibition above about 38%;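 further: extracellular domain of Rv3671c used as enzyme; 0% = enzyme with DMSO and 100% = no enzyme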
# Target sequence (P9WHR9 whole entry, looked up, the tested form may be a part): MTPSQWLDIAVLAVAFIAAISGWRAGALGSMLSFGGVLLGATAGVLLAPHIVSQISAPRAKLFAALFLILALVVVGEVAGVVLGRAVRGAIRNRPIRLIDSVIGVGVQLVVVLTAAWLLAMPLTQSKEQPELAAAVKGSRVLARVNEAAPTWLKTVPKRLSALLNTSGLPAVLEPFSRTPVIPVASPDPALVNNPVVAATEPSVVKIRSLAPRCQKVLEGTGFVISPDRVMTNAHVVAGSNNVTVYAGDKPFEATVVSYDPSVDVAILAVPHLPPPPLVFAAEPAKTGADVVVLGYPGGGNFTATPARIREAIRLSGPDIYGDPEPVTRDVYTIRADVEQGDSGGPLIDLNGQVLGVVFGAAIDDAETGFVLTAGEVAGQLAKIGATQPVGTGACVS
# Anthrax LF prot: Bacillus anthracis LF protease inhibitors, primary screen, biochemical, multiplex microsphere, MLPCN library; AID 588501, 2011; multiplex microsphere protease cleavage assay; actives 0.12% (n = 360,000); Lethal factor (Bacillus anthracis), P15917; inhibition, % at 10 µM; further: plate controls were buffer without enzyme for full effect and enzyme alone for no effect
# BoNT-F LC inh: BoNT/F light chain protease inhibitors, primary screen, biochemical, flow cytometry, MLPCN library. Multiplex microsphere protease cleavage assay. inhibition, % at 10 µM. actives 0.22% (n = 360,000); in the data active means inhibition above about 35%, passing the limit was not always enough; inconclusive means no clear call, values can overlap the other calls; further: plate controls were buffer without enzyme for full effect and enzyme alone for no effect
# 3CLpro inhibitor: SARS-CoV 3CLpro protease inhibitors, primary screen, biochemical, quenched FRET. recombinant SARS-CoV 3CLpro, quenched FRET peptide cleavage. inhibition, % at 6 µM. actives 0.14% (n = 290,000). AID 1706, 2009; in the data active means inhibition above about 12%
# PriA SSB inh: inhibitors of Klebsiella pneumoniae PriA binding to SSB C-terminal tail, primary screen, biochemical, AlphaScreen; PriA–SSB C-terminal tail interaction (Klebsiella pneumoniae); AlphaScreen SSBct-PriA binding, biotinylated peptide; inhibition, % at 33 µM; actives 0.6% (n = 430,000); AID 1272365, 2023; in the data active means inhibition mostly above about 37%, no sharp cut-off; inactive means mostly below about 20%;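 further: plate controls were negative control peptide for no effect and reference peptide for full effect; strong numbers were not always called active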
# CCHF vOTU inh: CCHFV vOTU protease inhibitors, primary screen, biochemical, Pep-AMC substrate, fluorescence. AID 651958, 2012. Crimean-Congo hemorrhagic fever virus L polyprotein viral ovarian tumor (vOTU) protease …. inhibition, % at 11.5 µM. actives 0.55% (n = 370,000); in the data active means inhibition above about 30%; further: 0% = vehicle wells with enzyme and 100% = no enzyme wells
# BoNT-A LC inh2: BoNT/A light chain protease inhibitors, primary screen, biochemical, flow cytometry, MLPCN library; actives 0.17% (n = 360,000); multiplex microsphere protease substrate cleavage; AID 588499, 2011; inhibition, % at 10 µM; Botulinum neurotoxin type A light chain protease (Clostridium botulinum A str. ATCC 3502); further: plate controls were buffer without enzyme for full effect and enzyme alone for no effect
# PrPC TRFRET: inhibitors of human cell surface prion protein PrPC, primary screen, cell-based, TR-FRET; actives 0.43% (n = 370,000); Major prion protein (Homo sapiens), P04156; TR-FRET read-out; AID 720596, 2013; inhibition, % at 13.8 µM; in the data active means inhibition above about 24%; further: 0% = median of the test wells and 100% = reference compound wells
# DUSP3 inh: VHR1 phosphatase inhibitors, primary screen, biochemical, absorbance, uHTS; recombinant VHR phosphatase, pNPP absorbance; inhibition, % at 13.3 µM; actives 0.52% (n = 290,000); AID 1654, 2009; in the data active means inhibition above about 50%; further: some compounds called inactive have numbers as strong as hits
# Target sequence (P51452 whole entry, looked up): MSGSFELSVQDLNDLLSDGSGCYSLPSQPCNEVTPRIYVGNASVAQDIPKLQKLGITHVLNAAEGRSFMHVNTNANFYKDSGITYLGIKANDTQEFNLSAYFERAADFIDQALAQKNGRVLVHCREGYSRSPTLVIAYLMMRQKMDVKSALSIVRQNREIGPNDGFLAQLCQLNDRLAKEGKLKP
# * marks the source's active call; other numbers are inactive results; ? = inconclusive; . = no result given; & = joins results of further samples. Unless noted, no stated cut-off is given here; in the data, active means inhibition above about 30%; inconclusive means no clear call, values can overlap the other calls; inactive means below that. Only part of the results is shown; rates above refer to the full screens.
SMILES,MazEF act,Rv3671c inh,Anthrax LF prot,BoNT-F LC inh,3CLpro inhibitor,PriA SSB inh,CCHF vOTU inh,BoNT-A LC inh2,PrPC TRFRET,DUSP3 inh
Cc1ccc(C(=O)NC2CC(C)(C)NC(C)(C)C2)cc1C,3,-2,-3,-7,2,-10,-1,0.2,2,12
CN(C)/C=N/c1cc(=O)[nH]c(=O)n1C,1,14,10,7,-1,.,-1,0.2,-3,19
c1ccc(-c2cc3c(ccc4nonc43)nn2)cc1,6,2,-1,-10,6,-8,-13,-0.7,-21,41
CCOc1ccc(NC(=O)C(CC(=O)O)Cc2ccccc2)cc1 (centres undefined),1,-2,-5,-3,-5,10,7,-0.1,0,6
COc1ccc(/C=C/C(=O)NCC(=O)N=Nc2c(O)[nH]c3ccc([N+](=O)[O-])cc23)cc1,15,6,0,-5,-2,-10,5,-1.2,-18,15
O=S(=O)(O)c1cc(Cl)cc(N=Nc2ccc(O)cc2O)c1O,-17,.,-14,-8,.,-3,31*,-0.6,-26,.
CC(OC(=O)CCNS(=O)(=O)c1ccc(Cl)cc1)C(=O)N(C)Cc1ccccc1 (centres undefined),3,.,-3,-7,.,.,-8,0.2,1,.
COc1ccc(C(=O)N/N=c2\oc3ccccc3cc2C(=O)NCc2ccccc2)cc1,0,-10,-4,-17,-5,.,1,-1.1,-1,3
COc1ccccc1N1CCN(CCN2C(=O)C3CCCCN3C2=O)CC1 (centres undefined),-1,4,4,-26,-1,-5,0,-4.5,-5,16
C[C@H](NC(=O)N1C[C@H]2C[C@@H](C1)c1cccc(=O)n1C2)C(=O)Nc1ccc(F)c(F)c1,-17,0,11,-2,2,-3,7,-0.7,7,-4
O=[N+]([O-])c1cccnc1N1CCCNCC1,-3,-2,-1,24,-3,1,-7,1.0,-12,10
CSc1nc(N)nc(C(C)C)n1,1,-2,0,-5,5,-2,-10,-1.2,2,19
Cc1ccccc1-n1c(SCC(=O)N(C)C2CCS(=O)(=O)C2)nnc1-c1ccncc1 (centres undefined),-24,6,-2,2,2,-13,-5,-0.4,0,30
CCN=C1SC(C(=O)Nc2cccc(Br)c2)CC(=O)N1CC (centres undefined),-1,-4,2,-4,2,-2,10,-1.5,-1,5
O=C(NCCNC(=O)c1ccc(F)cc1)c1ccc(F)cc1,11,4,-7,-8,.,-4,-10,-0.1,3,.
Cn1cc([N+](=O)[O-])c(C(=O)NCc2ccccc2)n1,0,4,-6,2,0,-3,-5,-0.5,-3,25
CCOC(=O)C(=CNc1cccc(N)n1)C(=O)OCC,6,5,-10,-2,-5,-17,13,-0.7,2,41
N#C/C(=C\c1ccc(O)c(O)c1)C(=O)Nc1cccc2ncccc12,-5,8,-1,-11,-1,-7,-20,-1.6,8,14
Cc1[nH]nc2c1/C(=N\O)CC(C)(C)C2,12,-2,2,-3,6,.,3,-0.3,-1,48
CCN(CC)S(=O)(=O)c1ccc(Cl)c(NC(=O)COC(=O)c2ccc(O)cc2)c1,0,-17,1,-3,2,-1,-1,-0.8,6,16
CCOC(=O)C1CCCCN1S(=O)(=O)c1cc2c(cc1C)NC(=O)CO2 (centres undefined),4,4,-11,-7,-1,-3,4,-0.9,8,33
CCC(C)NC(=O)C(=O)NCC1CCCN1CC (centres undefined),5,-7,-2,-2,1,-20,6,-0.2,-3,27
O=[N+]([O-])c1cccc(-c2c(-c3ccccc3)ncc3ccc(F)cc23)c1,2,2,0,4,.,12,25,0.5,8,.
O=C(NCC1CCCCC1)c1cccc(S(=O)(=O)N2CCCC2)c1,1,-3,-4,-10,.,-3,20,-3.0,13,.
Cc1ccc(/C=C(\C#N)C(=O)NCC2CCCO2)o1 (centres undefined),7,-12,0,-6,-1,-7,-2,-1.1,-8,-3
# Other structures follow.
SMILES,MazEF act,Rv3671c inh,Anthrax LF prot,BoNT-F LC inh,3CLpro inhibitor,PriA SSB inh,CCHF vOTU inh,BoNT-A LC inh2,PrPC TRFRET,DUSP3 inh
COc1cccc(C2=NOC(C(=O)Nc3ccc(C(C)=O)cc3)C2)c1 (centres undefined),4,2,-4,-13,2,-8,-3,-1.3,2,-12
O=C(COC(=O)c1ccc(O)cc1)Nc1cc(S(=O)(=O)N2CCCCCC2)ccc1Cl,-5,.,-3,-2,.,.,10,-0.2,5,.
CCC(=O)Nc1nc(CC(=O)Nc2ccccc2OC)cs1,-4,-4,3,10,0,2,12,0.5,4,31
CCC(CC)NC(=O)c1cc([N+](=O)[O-])ccc1N1CCOCC1,5,-14,1,3,6,-2,19,0.1,-6,9
O=C(NCC1COc2ccccc2O1)C1CCN(S(=O)(=O)c2ccccc2)CC1 (centres undefined),-1,3,4,3,.,-2,7,1.2,3,.
COc1cccc(C(=O)Nc2cc3c(cc2C(C)=O)OCCO3)c1,6,-4,-4,0,-4,-19,4,-0.2,1,-3
Cc1nn(S(=O)(=O)c2ccc(F)cc2)c(C)c1S(=O)(=O)N1CCOCC1,10,8,1,1,-3,-1&-5,-7,-0.6,7,-31
COc1ccc(CCNC(=O)c2ccc3c(c2)NC(=O)C(N2CCOCC2)S3)cc1OC (centres undefined),1,0,-2,0,0,-8,0,0.1,-1,-1
CC(C)c1ccc(NC(=O)COc2ccc(C3SCCS3)cc2)cc1,3,5,-2,?,-1,-4,-13,?,6,4
Nc1ccc(-c2n[nH]c(=O)c3ccccc23)cc1N,3,-7,-4,-6,-1,-2,11,1.4,-8,21
Cc1ccccc1CNS(=O)(=O)c1ccccc1[N+](=O)[O-],14,0,-4,2,-3,10,-5,0.2,-12,44
CCCCc1ccc(/C=C2/C(=O)ON=C2c2ccccc2)s1,-10,1,2,1,4,0,-6,1.5,-7,-2
CCOC(=O)c1cn(-c2ccc([N+](=O)[O-])cc2)c2cc(Cl)c([N+](=O)[O-])cc2c1=O,18,-14,-1,3,-3,-11,1,0.1,1,1
NC(=O)c1ccc(NC(=O)CNCc2ccccc2Cl)cc1,-4,-4,13,-34,-4,-11,18,-12,5,35
COc1ccnc(NCc2cccnc2)c1C#N,-6,5,0,-8,-2,9,-8,-0.7,0,17
CCNC(=S)NNC(=O)c1cc(C2CC2)nc2ccccc12,10,-4,0,2,8,-24,-9,-1.6,8,27
O=C(O)COCC(=O)N1CCN(C2c3ccccc3-c3ccccc32)CC1,-23,-1,-8,-7,2,-10,-8,-1.3,-2,9
CC1CC(Nc2ccccc2)c2ccccc2N1C(=O)c1ccccc1F (centres undefined),-2,4,9,?,-1,-17,-14,2.2,8,-12
COc1ccc(CNCCC2(C(C)C)CCOC(C)(C)C2)cc1 (centres undefined),2,1,-6,-10,-1,-15,15,0.9,3,26
CCCN(CC(=O)Nc1ccccc1OC)C(=O)Cc1ccccc1F,4,6,-2,6,-3,-4,7,1.7,1,34
Cc1nc(-c2ccccc2)sc1-c1ccn[nH]1,2,-3,1,-5,0,-7,-56,-0.6,4,14
Cc1ccc2ncnc(Nc3cccc([N+](=O)[O-])c3)c2c1,3,-10,4,3,-2,4,-9,0.2,-3,10
CCOc1ccc(/C=N/NC(=O)CN2CCCCCCC2)cc1,-6,7,-7,4,3,.,3,-0.9,0,22
Cc1ccc(/C=C2/C(=O)N(c3ccccc3)C(=S)N2C)o1,49,-14,3,0,1,-2,4,6.4,-1,1
CC(/C=C1\N=C(SCc2ccccc2)SC1=O)=C\c1ccccc1,3,0,1,4,1,31,16,0.9,-3,5
# Next results follow:
SMILES,MazEF act,Rv3671c inh,Anthrax LF prot,BoNT-F LC inh,3CLpro inhibitor,PriA SSB inh,CCHF vOTU inh,BoNT-A LC inh2,PrPC TRFRET,DUSP3 inh
Cc1cccc(-c2noc(-c3ccc4c(c3)OCO4)n2)c1,15,7,0,-4,0,-1,-10,-0.4,-5,15
Cc1ccccc1CS(=O)(=O)CCC(=O)NCCCN1CCOCC1,-2,5,1,-3,-2,-6,1,0.2,7,10
COCCN(Cc1nnc(-c2cccs2)o1)C(=O)CN1C(=O)NC2(CCCCC2)C1=O,-3,-4,1,-7,.,-17,-1,0.1,-10,.
COc1cccc(C(=O)NCC(=O)N2CCN(c3ccc(C(F)(F)F)cn3)CC2)c1,6,.,-3,-8,.,-13,-9,-1.8,5,.
O=C(CCCN1C(=O)/C(=C/c2cccs2)SC1=S)NNC(=O)c1ccc(F)cc1,-12,-12,-1,7,3,-10,-8,1.0,-1,-1
Cn1nc(C(F)(F)F)c2cc(C(=O)Nc3ccc(Cl)cc3)sc21,9,-7,-3,-8,-4,-17,7,-0.3,-5,6
CC1=NN(c2ccccc2)C(=O)C1C(=S)SC1CC(=O)NC1=O (centres undefined),-3,.,-9,0,.,.,11,0.3,-17,.
Cc1ccc(CNC(=O)c2ccc(CNc3c(N4CCCC4)c(=O)c3=O)cc2)cc1,9,1,-9,-7,-3,-22,8,-0.4,-11,-21
Cc1cccc(N2C(=O)/C(=C\c3ccc(C(=O)O)cc3)c3ccccc3C2=O)c1,9,22,0,-16,0,-10,24,-0.6,6,16
O=C1NC[C@@H](Cc2ccc(O)cc2)N(CC2CCCCC2)C1=O,8,6,3,-3,.,-2,-9,-0.1,8,-1
CC(C)(C(=O)c1ccccc1)/[N+]([O-])=C/c1ccc(Br)cc1,4,5,-4,7,0,-12,.,2.8,.,.
Cc1cccc(C(=O)N2CCc3cc(-c4csc(NC(=O)CN5CCCC5)n4)ccc32)c1,1,-9,-2,-4,-1,23,10,-1.9,-3,12
CCCC(c1nnnn1C(C)(C)C)N1CCN(C(=O)c2ccco2)CC1 (centres undefined),-5,-5,-7,2,-1,-6,-7,-1.6,1,27
Cc1cccc(NC(=O)Nc2cccc(C#N)c2)n1,11,-5,-4,-2,-1,7,-3,-0.2,4,23
COC1=NC(=C(c2ccccc2)c2ccccc2)OC1=O,-15,.,-2,-2,.,-10,9,-0.2,5,.
Cc1ccccc1NC(=O)C(c1ccccc1)C1CCCC1 (centres undefined),-2,6,2,-6,-3,-5,11,-0.5,-7,-2
CCOC(=O)C1=C(C)OC(=CC=Cc2ccccc2)C1=O,-7,.,0,2,.,.,30*,0.8,5,.
COc1ccc(-c2csc(N(Cc3ccccc3)C(=O)COc3ccc(Cl)cc3)n2)cc1,4,0,-4,-5,6,-17,1,-1.2,2,30
Cc1cccc(CC2(O)C(=O)Nc3ccccc32)n1 (centres undefined),3,.,0,-2,.,-2,-11,0.1,-3,.
N#C/C(=C\c1ccco1)C(=O)NCc1ccccc1,-2,-14,-1,-1,0,-17,.,-0.2,.,22
CC(C)CC(NC(=O)C1CCCN1C(=O)OC(C)(C)C)C(=O)NCC(N)=O (centres undefined),-7,.,-1,-6,1,1,12,0.2,7,-5

# Compounds shown so far with a thiophene ring, fused or not:
SMILES,MazEF act,Rv3671c inh,Anthrax LF prot,BoNT-F LC inh,3CLpro inhibitor,PriA SSB inh,CCHF vOTU inh,BoNT-A LC inh2,PrPC TRFRET,DUSP3 inh
CCCCc1ccc(/C=C2/C(=O)ON=C2c2ccccc2)s1,-10,1,2,1,4,0,-6,1.5,-7,-2
COCCN(Cc1nnc(-c2cccs2)o1)C(=O)CN1C(=O)NC2(CCCCC2)C1=O,-3,-4,1,-7,.,-17,-1,0.1,-10,.
O=C(CCCN1C(=O)/C(=C/c2cccs2)SC1=S)NNC(=O)c1ccc(F)cc1,-12,-12,-1,7,3,-10,-8,1.0,-1,-1
Cn1nc(C(F)(F)F)c2cc(C(=O)Nc3ccc(Cl)cc3)sc21,9,-7,-3,-8,-4,-17,7,-0.3,-5,6

# Bioassay records as filed in PubChem BioAssay.
